NadD inh = inhibitors of S. aureus NadD, primary screen, biochemical, colorimetric, uHTS; purified NadD enzyme, colorimetric absorbance read-out; inhibition, % at 20 µM; AID 602399, 2012; actives 0.78% (n = 360,000); in the data active means inhibition above about 26%; further: some compounds past the cut are filed as inactive
DNMT1 inh = human DNMT1 methyltransferase inhibitors, primary screen, biochemical, molecular beacon, fluorescence, HinP1I cleavage, uHTS; DNA (cytosine-5)-methyltransferase 1 (Homo sapiens), P26358; inhibition (reported as % activation of signal), % at 10 µM; AID 588458, 2011; actives 0.83% (n = 360,000); in the data active means inhibition above about 50%
Rin1 Abl inh = inhibitors of Rin1-Abl protein binding, primary screen, biochemical, TR-FRET; actives 0.4% (n = 360,000); inhibition, % at 7.35 µM; in the data active means inhibition above about 5%, passing the limit was not always enough
SUMO1 PPI mod = modulators of SUMO1 protein-protein interactions, primary screen, biochemical, uHTS. Small ubiquitin-related modifier 1 (Homo sapiens), P63165. SUMO1 binding to a labelled peptide, TR-FRET, 1 h. inhibition, % at 20 µM. actives 0.33% (n = 360,000). AID 602429, 2012; in the data active means inhibition above about 37%
Target sequence (P63165 whole entry, looked up): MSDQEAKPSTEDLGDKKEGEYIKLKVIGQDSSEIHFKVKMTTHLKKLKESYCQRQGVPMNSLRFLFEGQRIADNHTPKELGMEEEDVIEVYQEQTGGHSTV
Scp-1 inhibitor = Scp-1 phosphatase inhibitors, primary screen, biochemical, colorimetric, uHTS; Carboxy-terminal domain RNA polymerase II polypeptide A small phosphatase 1 (Homo …; Recombinant Scp1, phosphopeptide, malachite green phosphate absorbance; inhibition, % at 20 µM; actives 0.88% (n = 340,000); AID 493091, 2011;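 active means inhibition above about 50% at 20 µM, limit read from the data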;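 further: plate controls were DMSO wells with enzyme for no effect and wells lacking enzyme for full effect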
Target sequence (Q9GZU7 76-261 limits assumed): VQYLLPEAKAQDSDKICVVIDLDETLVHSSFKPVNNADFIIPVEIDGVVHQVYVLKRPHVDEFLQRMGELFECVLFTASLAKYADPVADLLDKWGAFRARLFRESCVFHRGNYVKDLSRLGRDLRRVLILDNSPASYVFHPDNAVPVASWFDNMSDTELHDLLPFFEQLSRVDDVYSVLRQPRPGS
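Test system: SCP-1 phosphatase catalytic domain, residues 76-261; measured by: colorimetric phosphate reagent with accelerator and stabiliser, absorbance at 630 nm; timing: enzyme reaction 45 min at room temperature, colour 5 min, stabilisation 30 min; also added: Phosphorylated 17-residue peptide substrate; compound dosing: one concentration, 20 µM, with 1.0% DMSO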
Rpn11 inh = Rpn11 (PSMD14) deubiquitinase inhibitors, primary screen, biochemical, fluorescence polarization, uHTS | human 26S proteasome, Ub4-pepOG fluorescence polarization; 20S core pre-blocked with epoxomicin | calls only at 20 µM | actives 0.59% (n = 360,000) | AID 588493, 2011;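 active means inhibition at 20 µM, scaled to each plate's controls, above about 33%, limit read from the data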
Target sequence (O00487 whole entry, looked up): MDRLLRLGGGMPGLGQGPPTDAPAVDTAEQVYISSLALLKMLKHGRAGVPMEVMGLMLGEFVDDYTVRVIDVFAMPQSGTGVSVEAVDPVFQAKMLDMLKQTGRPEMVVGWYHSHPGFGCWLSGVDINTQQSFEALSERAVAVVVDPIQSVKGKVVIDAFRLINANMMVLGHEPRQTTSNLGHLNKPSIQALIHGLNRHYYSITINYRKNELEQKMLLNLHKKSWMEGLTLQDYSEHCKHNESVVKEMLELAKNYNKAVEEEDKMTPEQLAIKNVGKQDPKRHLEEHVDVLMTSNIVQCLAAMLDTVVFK
LMPTP inh = LMPTP phosphatase inhibitors, primary screen, biochemical, fluorescence intensity, uHTS | recombinant LMPTP-A, OMFP fluorogenic substrate | inhibition, % at 20 µM | actives 0.22% (n = 360,000);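 active means compounds that cut the enzyme signal by at least half of the control window in the single-dose screen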;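 further: plate controls were DMSO wells with enzyme plus substrate for no effect and substrate without enzyme for full effect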
Target sequence (P24666 whole entry, looked up): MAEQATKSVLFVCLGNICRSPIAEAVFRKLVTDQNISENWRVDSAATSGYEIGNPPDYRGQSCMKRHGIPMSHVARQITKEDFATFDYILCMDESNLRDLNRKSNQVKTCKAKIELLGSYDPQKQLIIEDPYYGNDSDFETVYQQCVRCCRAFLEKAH
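test system = LMPTP-A | amount = 0.625 nM LMPTP-A final | reagent = fluorogenic phosphatase substrate OMFP at 400 µM final | incubation = 50 min at room temperature | benchmarks = no-enzyme low control, uninhibited high control | medium = Bis-Tris pH 6.0, DTT, detergent | signal = fluorescence intensity of OMFP turnover product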
STEP block = STEP phosphatase inhibitors, primary screen, biochemical, fluorescence intensity, uHTS. Tyrosine-protein phosphatase non-receptor type 5 (Homo sapiens), P54829. recombinant STEP, OMFP fluorogenic substrate. inhibition, % at 20 µM. actives 0.25% (n = 360,000);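 active means inhibition at 20 µM, scaled per plate between control wells, above about 37%, limit read from the data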;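 further: 0% = DMSO with enzyme and substrate and 100% = substrate only without enzyme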
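System: STEP phosphatase, cell-free reaction; Buffer or medium: Bis-Tris pH 6.0 buffer with DTT, detergent; Incubation: 20 min at room temperature, dark; Measured by: fluorescence, 480/540 nm.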
Neddylation inh = inhibitors of cullin neddylation, primary screen, biochemical, TR-FRET, uHTS, NAE and Ubc12; NEDD8-conjugating enzyme Ubc12 (Homo sapiens) + NEDD8-activating enzyme E1 regulatory …; calls only at 25 µM; actives 0.58% (n = 360,000); AID 651699, 2012; in the data active means inhibition above about 36%
CSN deneddyl inh = inhibitors of CSN-mediated cullin deneddylation, primary screen, biochemical, fluorescence polarization, uHTS. COP9 signalosome complex subunit 5 (Homo sapiens), Q92905. actives 0.38% (n = 360,000). Purified CSN, SCF-Nedd8-OG deneddylation. AID 651999, 2013. inhibition, % at 12.5 µM;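 active means pattern-corrected inhibition above about 35%, with an unprinted fluorescence ratio check between 0.5 and 1.5, limit read from the data, passing the limit was not always enough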;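 further: 0% = enzyme with substrate and 100% = substrate without enzyme; some results filed as inactive read as strong as hits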
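Material: purified human Csn5 enzyme expressed in HEK293T cells / Medium: Tris buffer pH 7.5, NaCl, DTT, Tween-20, trehalose, ovalbumin / Compound dosing: 12.5 µM single point / Schedule: 90 min incubation of compound, enzyme and substrate at room temperature / Signal: fluorescence polarization of the substrate / Control set: no-enzyme wells high, enzyme-with-substrate wells low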
Numbers without * were called inactive; i = inactive; · = not tested or not shown; + = active, no number. No enrichment for hits (roughly 3.8% active in at least one column).

compound	NadD inh	DNMT1 inh	Rin1 Abl inh	SUMO1 PPI mod	Scp-1 inhibitor	Rpn11 inh	LMPTP inh	STEP block	Neddylation inh	CSN deneddyl inh
O=C(Nc1ccccc1O)c1ccc(C(=O)c2ccccc2)o1	-2	2	-2	-25	-8	i	1.0	0	i	2
Cc1cc(C=O)c(C)n1-c1cc(C(F)(F)F)ccc1N1CCOCC1	3	1	-2	0	0	i	0.3	0	i	-1
Cc1cc(NCCCO)n2nc(-c3cccs3)cc2n1	-4	-1	-1	-3	-7	i	-1.8	5	·	-2
Cc1cc(C)n(-c2ccc(C(=O)Nc3sccc3C(N)=O)cc2)n1	-3	-19	-1	6	-5	i	5.4	2	i	4
COc1ccc(/C=C(/NC(=O)c2ccco2)C(=O)N2CCCC2=O)cc1	-3	0	-2	0	-10	i	-1.2	2	i	-5
COC(=O)c1ccccc1NC1=C/C(=N\S(=O)(=O)c2ccc(C(=O)O)cc2)c2ccccc2C1=O	47*	81*	-1	103*	12	i	1.5	25	i	16
COc1ccc(NC(=O)c2ccc(F)c(F)c2)c2ccccc12	-5	-1	-2	-5	-9	i	0.7	0	i	0
CCOc1cccc2sc(NC(=O)c3ccc(Br)s3)nc12	15	1	-3	1	-3	+	-0.7	-3	i	7
CCOCCC(=O)Nc1ccc2c(c1)c(=O)n(C)n2-c1ccccc1F	0	9	-1	4	·	i	1.8	3	·	7
CC(=O)c1cccc(S(=O)(=O)N2CCC(C(=O)Oc3ccc(-c4nnco4)cc3)CC2)c1	3	-6	2	7	10	i	-0.8	3	i	-1
O=[N+]([O-])c1cccc(COc2cccc(CN3CCCC3)c2)c1	3	1	-4	-21	1	i	-0.5	-2	i	11
CCCCn1c(N)c(N(CC(C)C)C(=O)c2cc(Br)c(Br)s2)c(=O)[nH]c1=O	2	8	-2	-1	-6	i	-8.5	-3	i	-1
CCn1nc(C)c(Br)c1-c1nc(-c2ccc(C)cc2)no1	-1	3	4	9	-7	i	1.2	1	i	10
COc1cc(C(=O)OC(C)C(=O)Nc2ccc3c(c2)OCO3)ccc1OCc1c(C)noc1C (stereo not given)	-1	0	0	2	35	i	-0.5	-2	i	-1
Cc1ccc(/C=N/n2c(C)nnc2C)o1	-3	0	0	-1	-3	i	-0.7	-2	i	6

3 entries from above, sorted by heavy-atom count, lowest first:
compound	NadD inh	DNMT1 inh	Rin1 Abl inh	SUMO1 PPI mod	Scp-1 inhibitor	Rpn11 inh	LMPTP inh	STEP block	Neddylation inh	CSN deneddyl inh
Cc1cc(NCCCO)n2nc(-c3cccs3)cc2n1	-4	-1	-1	-3	-7	i	-1.8	5	·	-2
Cc1cc(C)n(-c2ccc(C(=O)Nc3sccc3C(N)=O)cc2)n1	-3	-19	-1	6	-5	i	5.4	2	i	4
COc1ccc(/C=C(/NC(=O)c2ccco2)C(=O)N2CCCC2=O)cc1	-3	0	-2	0	-10	i	-1.2	2	i	-5

Next section.
compound	NadD inh	DNMT1 inh	Rin1 Abl inh	SUMO1 PPI mod	Scp-1 inhibitor	Rpn11 inh	LMPTP inh	STEP block	Neddylation inh	CSN deneddyl inh
N#CC(c1nc2ccccc2nc1OCCO)S(=O)(=O)c1ccccc1 (stereo not given)	-3	-2	-1	-2	2	i	-1.0	-1	i	-1
O=C(NCc1cccs1)C(=O)NCC1OCCCN1S(=O)(=O)c1ccc(F)cc1 (stereo not given)	-1	3	-2	-3	-1	i	-1.7	2	i	-2
O=C(Nc1ccccc1Cl)c1cc(C2CCCN(C(=O)c3ccc4c(c3)CCO4)C2)on1 (stereo not given)	-1	-4	-5	0	·	i	1.2	0	i	1
CC(=O)Nc1ccc(S(=O)(=O)N2CCC(Oc3ccc(-n4cnnn4)cc3)CC2)cc1	-5	0	1	2	-5	i	0.3	1	i	0
COCC(=O)Nc1ccc(Nc2ccccc2)cc1	7	-21	-2	-5	-8	i	0.0	8	i	-6
COc1ccc(/C=N\NC(=O)c2c(C)nc3ccc(Br)cn23)cc1	2	6	-8	-7	9	i	-1.2	0	i	5
Cc1nnc(SC(C)C(=O)NCC2CCCO2)n1-c1ccccc1 (stereo not given)	4	1	-5	-1	-7	i	-1.1	1	i	-6
CCN(CC)CC(C)(C)NS(=O)(=O)c1ccc(Cl)cc1	-2	1	3	-1	-3	i	-0.9	2	i	-3
CCCCC[C@@H](C)N1C[C@@H](COCc2ccccc2)Oc2cc(N3CCC[C@@H]3CO)ccc2S1(=O)=O	-7	·	·	4	·	·	3.2	·	i	1
C=C1CCN(c2ccc(C(=O)NCc3ccccc3)cc2[N+](=O)[O-])CC1	-5	-3	0	-23	-7	i	0.8	3	i	2
CN1C(=O)/C(=C/c2ccc(OC(=O)c3ccco3)cc2)SC1=S	1	2	1	-7	-2	i	1.1	-2	i	12
O=C(NC(Cc1ccccc1)C(=O)O)NC12CC3CC(CC(C3)C1)C2 (stereo not given)	-8	-2	-1	2	-8	i	-0.7	0	i	4
COC(=O)c1ccc(CSc2nnc(NC(C)C)s2)cc1	-1	3	3	2	9	i	0.3	-1	i	-4
CCN1CCN(CCCNC(=O)C2CCN(c3nnc(-n4cccc4)s3)CC2)CC1	-6	-3	1	-19	-4	i	-7.6	-1	i	3
CSC(=NC#N)N1CCN(c2cccc(Cl)c2)CC1	-2	3	-5	-3	-21	i	-0.2	-2	i	-3
CCOc1ccc(C=NNC(=O)c2cccc3ccccc23)cc1OCC	7	-4	2	-4	-3	i	1.1	2	i	1
Fc1cccc(F)c1[B-](F)(F)F	0	2	-4	1	-12	i	-3.0	1	i	-2
CSC(=NC(C)c1ccccc1)NS(=O)(=O)c1cccs1 (stereo not given)	-5	5	3	8	4	i	-1.9	0	i	-14
COc1ccc(NC(=O)CCc2c(C)nc3nc(CNC(=O)c4cccc(F)c4)nn3c2C)cc1OC	0	-2	4	2	7	i	-1.4	-1	i	-2
Cc1ccc(C(=O)O)cc1NC(=O)Nc1ccc2c(c1)OCO2	6	-3	1	4	1	i	2.0	2	i	2
CC(C)(C)c1ccc(C(=O)CS(=O)(=O)c2ccccc2)cc1	-2	0	5	-1	-10	i	1.0	-1	i	1
Cc1ccc(-n2c(C)c(C)c3c(NCCCO)ncnc32)cc1	-5	-2	0	5	-6	i	0.3	0	i	-3
CSc1ccc(CN2CCC(n3nccc3NC(=O)c3ccccc3C)CC2)cc1	-7	-3	-4	4	-6	i	1.1	3	i	4
O=c1oc2ccccc2c(O)c1/C=N/c1ncccn1	0	0	-5	2	0	i	-1.5	3	i	5
CN(Cc1ccccc1)C(=O)c1[nH]cnc1C(=O)Nc1cccc(Cl)c1	2	0	3	2	-2	i	0.2	-6	i	-3
COc1cc([N+](=O)[O-])ccc1NC(=O)NCc1ccccn1	2	0	-1	-15	-8	i	0.2	0	i	-4
Cc1cccn2c(=O)c3cc(C(=O)NC4CCCCC4)n(C)c3nc12	0	1	-1	-3	1	i	2.2	3	·	-4
COc1cc(C(=O)O)ccc1Cl	-2	2	2	-1	1	i	-3.1	1	i	-1
Cc1cc(C)cc(NC(=O)CSc2ccc(-c3ccco3)nn2)c1	-2	-3	-5	-1	-1	i	0.3	-2	i	3
O=C(NCc1ccc(F)cc1)C(c1ccccc1)N(C(=O)c1csnn1)C1CCCC1 (stereo not given)	1	6	5	9	-5	i	-0.1	4	i	2
CN(Cc1ccccc1)C1=CC(=[N+]2CCCC2)CC(C)(C)C1	11	2	-2	-3	103*	i	0.4	1	i	-1
CC1CCCN(C(=O)c2ccc3c(=O)n(Cc4ccc5c(c4)OCO5)c(=S)[nH]c3c2)C1 (stereo not given)	17	-16	-2	-1	9	i	2.6	-1	i	-3
CN(c1ccccc1)c1nc2ccsc2c(=O)s1	-4	-2	-13	-17	-11	i	1.7	2	i	8
Cc1cccc2sc(N(CCN(C)C)C(=O)c3cc(Cl)sc3Cl)nc12	-5	-1	1	-1	-27	i	-1.5	-2	i	1
C[C@H](O)[C@@H]1CN2CCc3c([nH]c4ccccc34)[C@@H]2C[C@@H]1N(C)C(=O)Nc1cc(Cl)cc(Cl)c1	7	-5	-4	-15	·	i	1.4	0	i	9
CCC(C)Nc1nc(N)c([N+](=O)[O-])c(Nc2ccccc2OC)n1 (stereo not given)	0	-11	1	-4	-7	i	4.6	2	i	6
O=C(N/N=C/c1ccc2nccnc2c1)c1cccc([N+](=O)[O-])c1	-5	2	-2	-15	-2	i	0.3	0	i	-2
COc1ccc(C)cc1S(=O)(=O)N1CC(C)OC(C)C1 (stereo not given)	-3	0	1	-1	1	i	0.2	-3	i	0
CCN(CC)C1CCN(C(=O)CCc2nnc(CCc3ccccc3)o2)C1 (stereo not given)	-8	0	-2	1	-3	i	-1.1	0	i	3
CCCCn1c(SCC(=O)N2CCOCC2)nc2c1c(=O)n(C)c(=O)n2C	-1	36	-2	2	2	i	-1.4	0	i	-6

6 of the entries above in order of the NadD inh value, highest first.
compound	NadD inh	DNMT1 inh	Rin1 Abl inh	SUMO1 PPI mod	Scp-1 inhibitor	Rpn11 inh	LMPTP inh	STEP block	Neddylation inh	CSN deneddyl inh
CN(Cc1ccccc1)C1=CC(=[N+]2CCCC2)CC(C)(C)C1	11	2	-2	-3	103*	i	0.4	1	i	-1
C[C@H](O)[C@@H]1CN2CCc3c([nH]c4ccccc34)[C@@H]2C[C@@H]1N(C)C(=O)Nc1cc(Cl)cc(Cl)c1	7	-5	-4	-15	·	i	1.4	0	i	9
CCCCn1c(SCC(=O)N2CCOCC2)nc2c1c(=O)n(C)c(=O)n2C	-1	36	-2	2	2	i	-1.4	0	i	-6
COc1ccc(C)cc1S(=O)(=O)N1CC(C)OC(C)C1 (stereo not given)	-3	0	1	-1	1	i	0.2	-3	i	0
O=C(N/N=C/c1ccc2nccnc2c1)c1cccc([N+](=O)[O-])c1	-5	2	-2	-15	-2	i	0.3	0	i	-2
CCN(CC)C1CCN(C(=O)CCc2nnc(CCc3ccccc3)o2)C1 (stereo not given)	-8	0	-2	1	-3	i	-1.1	0	i	3

From PubChem
